# Screens from PubChem BioAssay.
# EPAC2 ag: agonists of human EPAC2 (RAPGEF4); AID 720711; EPAC2 activation, biochemical qHTS; response scale: 100% = 6.5 mM cAMP response; Potency, µM (doses to about 154 µM), for the others: at the top dose activation, usual class: activators; Q8WZA2; 360,000 tested, 0.079% active; also: potency is read from the fitted curve at half-maximal effect; nearly all actives have a fitted effect of over 50% in size
#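 qHTS, titration series. 100 nM EPAC2 / 250 nM Rap1B-BODIPY-GDP / 50 uM GDP; RT; ex 480/em 540 nm, 5-min reads to 30 min. Norm. to 6.5 mM cAMP = activation.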
# DRD3 agonist: activates the human D3 dopamine receptor; P35462; AID 652048; D3R DiscoveRx beta-arrestin cells, luminescence, 90 min; 410,000 tested, 0.58% active; max activation, %; in the data active = max activation above about 30%; also: 0% is about no effect; mostly tested at two doses, the higher about 12 µM
# Target sequence (P35462 whole entry, looked up): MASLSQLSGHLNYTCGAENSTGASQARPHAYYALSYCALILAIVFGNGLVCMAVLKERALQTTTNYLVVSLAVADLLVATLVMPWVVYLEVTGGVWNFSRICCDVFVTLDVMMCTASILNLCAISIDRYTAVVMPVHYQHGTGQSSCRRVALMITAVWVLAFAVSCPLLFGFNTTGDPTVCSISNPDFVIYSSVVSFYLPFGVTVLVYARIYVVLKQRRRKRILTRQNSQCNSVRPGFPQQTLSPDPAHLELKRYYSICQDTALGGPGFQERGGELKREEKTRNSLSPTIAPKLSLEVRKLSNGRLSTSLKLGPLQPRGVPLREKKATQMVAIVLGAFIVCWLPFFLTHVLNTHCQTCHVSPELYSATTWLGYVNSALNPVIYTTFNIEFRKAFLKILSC
#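 Agonist mode: compounds and dopamine controls were applied to plated cells for 90 min at 37 degrees C after an overnight attachment at 1500 cells/well. Luminescent read-out followed 30 - 60 minutes at room temperature with DiscoveRx detection reagent.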
# DRD3 antagonist: blocks the human D3 dopamine receptor; D3R cells, DiscoveRx beta-arrestin luminescence, antagonist mode; active compounds read low; 360,000 tested, 2.5% active; P35462; max response, negative = inhibition, %; in the data active = max response below about -50%; inconclusive = no clear call, values can overlap the other calls; also: % is scaled to controls: 0 for no effect and ±100 for the full control effect; mostly tested at two doses, the higher about 12 µM
#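 Cells plated overnight at 1500 cells/well, then exposed to library compounds with dopamine controls for 90 minutes at 37 degrees C. DiscoveRx reagent added for 30–60 minutes at room temperature; luminescence read, quantitative HTS format.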
# CCT modulator: cytosolic chaperonin activity modulation | purified chaperonin ATPase assay, HTRF ADP detection, 30 min | activity change, % (test concentration not listed), hits read low | 360,000 tested, 0.3% active; in the data active = activity change below about -30%; also: % is scaled to controls: 0 for no effect and ±100 for the full control effect
#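 First, chaperonin was dispensed at 40 nM or 20 nM final depending on batch activity. Next, compounds were pinned at 76 uM and ATP added at 10 uM. After 30 min at 37 °C, ADP detection reagents ran 30 min at ambient temperature.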
# MmCpn inh: M. maripaludis TRiC chaperonin inhibition; Potency, µM (top dose mostly 76.9 µM), inactives show at the highest dose activity, negative = inhibition, actives largely listed as inhibitors; purified Mm-Cpn ATPase, ADP Transcreener TR-FRET; AID 504842; 330,000 tested, 0.031% active; also: potency is read from the fitted curve at half-maximal effect; % is scaled to controls: 0 for no effect and ±100 for the full control effect; nearly all actives have a fitted effect of over 80% in size
#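 Quantitative HTS used 25 nM Mm-CPN and 10 uM ATP in magnesium/KCl Tris buffer, pH 7.4, with 1 mM DTT. Hydrolysis ran 30 min at 37°C; ADP was read by HTRF.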
# Akt phos inh: Akt phosphorylation inhibition; Neuro2A IGF-stimulated pAkt S473 HTRF, 20 min; active compounds read low; activity change, % for hits at 50 µM; 360,000 tested, 0.32% active; in the data active = activity change below about -80%; inconclusive = mostly about -51% to -80%; also: % is scaled to controls: 0 for no effect and ±100 for the full control effect
#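 Neuro2A cells (4,500/well, DMEM with 0.5% FBS) were treated with compound at a single 50 µM final concentration, stimulated with 6 nM IGF for 20 min at 37 °C, and lysed. Phospho-Akt Ser473 was read by HTRF as 665/615 ratio ×10^4.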
# PTHR1 ag: agonists of human PTHR1 parathyroid hormone receptor | HEK293 GP2 PTHR1 cells, GloSensor cAMP luminescence, 1 h | Potency, µM (doses to about 115 µM), for the others: top-dose activation, actives largely listed as activators | 410,000 tested, 0.075% active | AID 743266; also: potency is read from the fitted curve at half-maximal effect; nearly all actives have a fitted effect of over 55% in size; some results filed as inactive show a strong effect at the top dose; inactives centre near -15; many of its hits are not listed in these tables
# Target sequence (Q03431 whole entry, looked up): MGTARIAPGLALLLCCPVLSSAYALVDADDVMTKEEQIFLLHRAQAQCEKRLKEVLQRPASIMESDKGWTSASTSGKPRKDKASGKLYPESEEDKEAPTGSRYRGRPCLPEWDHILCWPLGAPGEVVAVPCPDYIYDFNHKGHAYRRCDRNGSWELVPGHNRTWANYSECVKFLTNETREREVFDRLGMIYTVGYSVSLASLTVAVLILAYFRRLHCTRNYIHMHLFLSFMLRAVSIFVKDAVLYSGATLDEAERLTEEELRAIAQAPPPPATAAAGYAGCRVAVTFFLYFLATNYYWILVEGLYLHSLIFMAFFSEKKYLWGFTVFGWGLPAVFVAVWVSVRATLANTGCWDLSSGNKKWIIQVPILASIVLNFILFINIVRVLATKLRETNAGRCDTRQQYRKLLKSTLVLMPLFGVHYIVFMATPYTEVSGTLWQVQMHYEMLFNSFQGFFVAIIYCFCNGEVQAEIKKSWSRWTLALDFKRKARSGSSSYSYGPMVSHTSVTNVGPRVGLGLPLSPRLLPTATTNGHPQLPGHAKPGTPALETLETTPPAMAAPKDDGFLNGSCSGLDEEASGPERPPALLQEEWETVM
#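 HEK-293-derived GP2 cells expressing PTHR1 and a GloSensor cAMP reporter, 3,000/well, plated overnight, given luciferin plus IBMX (each 0.5 mM as added) for 1 h at 37 °C, then compound for 1 h at 37 °C. Luminescence was read after 15 min at room temperature.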
# EPAC2 antag: antagonists of human EPAC2; Q8WZA2; EPAC2 GEF exchange of Rap1B-BODIPY-GDP, fluorescence; Potency, µM (titrated, usually from 114 µM), inactives show top-dose activity, negative = inhibition, usual class: inhibitors; 360,000 tested, 0.18% active; also: potency is read from the fitted curve at half-maximal effect; % is scaled to controls: 0 for no effect and ±100 for the full control effect; nearly all actives have a fitted effect of over 45% in size; many of its hits are not listed in these tables
# The depositor's hits bear a star; i = inactive; ? = inconclusive; nt = no result given; [ ] = another dose, or the depositor's remark. Unless noted, calls follow the shape of the dose curve; as a rule, active = well fitted curve in the direction sought with a large enough effect; inconclusive = small, poorly fitted or top-dose-only effect, or another doubt; inactive = no such curve, though single readings can be large; an effect the other way counts as inactive or inconclusive. This is a subset; count on the stated rates, not on these rows.
SMILES,EPAC2 ag,DRD3 agonist,DRD3 antagonist,CCT modulator,MmCpn inh,Akt phos inh,PTHR1 ag,EPAC2 antag
c1cncc(-c2nc(NCC3COc4ccccc4O3)c3ccccc3n2)c1 (stereo not drawn),0.3%,2.8,30.2,2.9,-0.5%,i,-78.1%[inhibitor],-18.5%
Cc1nc(Cn2c3ccc(NC(=S)NC4CCCCC4)cc3c(=O)n2C)cs1,2.3%,-8.6,0.0,-1.4,nt,i,-5.7%,-16.5%
COc1ccc(-c2ccc3[nH]c4c(c3c2)CCN2C(=O)[C@@H]([C@H](C)O)[C@@H](N(C)C(=O)Nc3ccc(F)cc3)C[C@@H]42)cc1,22.4%,-3.5,-15.3,0.3,nt,i,-14.1%,2.1%
O=C(NCC(c1ccco1)N1CCCC1)c1cc(S(=O)(=O)N2CCCCC2)ccc1Cl (stereo not drawn),3.4%,-2.6,-0.9,-40.4*,1.2%,i,i,-1.7%
CNC(=S)N(CCCn1ccnc1)Cc1c(F)cccc1Cl,5.2%,3.0,-5.2,0.0,?,i,i,3.7%
Cc1ccc(-n2ccc(=O)c(C(=O)Nc3ccc(S(=O)(=O)N4CCOCC4)cc3)n2)cc1,-1.4%,-0.1,-13.9,-2.0,1.0%,i,i,7.5%
NC(=O)CC(NC(=O)Cc1cccc2ccccc12)c1ccc(N2CCC(Br)CC2)c([N+](=O)[O-])c1 (stereo not drawn),-5.1%,-25.9,?,-0.4,1.5%,i,-6.4%,7.0%
c1ccc(-c2noc(C3CCCCC3)n2)nc1,-6.0%,0.5,-25.3,1.1,-1.2%,i,-13.6%[57.5 µM],-0.5%
CN1CCN(c2ccccc2NC(=O)C(Cc2ccccc2)n2cccc2)CC1 (stereo not drawn),3.0%,-1.3,-1.1,-0.6,3.6%,i,-17.9%,5.8%
NS(=O)(=O)c1ccc(CNC(=O)C2CCCN2C(=O)c2cccs2)cc1 (stereo not drawn),0.2%,-6.8,1.5,-1.1,1.5%,i,i,4.5%
O=C(NC(Cc1c[nH]c2ccccc12)C(=O)N/N=C/c1ccc(Cl)cc1)c1cccs1 (stereo not drawn),1.4%,-8.4,-3.3,-0.8,1.1%,i,-24.6%,2.2%
Cc1cc(=O)n2c(n1)NC(Nc1cccc(C)c1C)=NC2c1ccccc1 (stereo not drawn),-1.5%,7.1,3.4,-1.9,-0.1%,i,-0.7%,-0.6%
COC(=O)C(NC(C)=O)(Nc1ccc(C)cn1)C(F)(F)F (stereo not drawn),4.9%,-3.4,-23.2,-0.3,0.5%,i,i,2.4%
O=S(=O)(c1ccccc1)c1cccc(S(=O)(=O)N2CCCCC2)c1,-6.4%,0.0,-5.7,4.4,0.6%,i,-30.6%[inhibitor],2.4%
CCCN(C(=O)CSCc1ccc(Cl)cc1)c1c(N)n(Cc2ccccc2)c(=O)[nH]c1=O,-8.6%,3.0,5.6,1.6,0.5%,i,i,24.6%
Cc1csc(=O)n1CCC(=O)OCC(=O)Nc1ccc(N2CCOCC2)cc1,-3.6%,3.4,-0.7,2.3,nt,i,-1.0%,-11.2%
O=C(CSc1nnc(CNC(=O)c2ccccc2)o1)NCc1ccc(F)cc1,9.6%,2.0,8.8,0.4,-0.1%,i,-14.4%,6.6%
COC(=O)c1nc(N)sc1-c1ccc(Cl)cc1,8.9%,-13.7,0.4,-4.1,0.2%,i,-4.7%,2.6%
O=C(O)c1cccc(S(=O)(=O)Nc2ccc3c(c2)OCO3)c1,5.6%,-2.3,9.7,1.3,-1.1%,i,i,11.6%
O=C(NCc1ccco1)/C(=C/c1cccc([N+](=O)[O-])c1)NC(=O)c1ccco1,10.1%,-15.3,-9.3,-3.4,-0.5%,i,-18.9%,-2.2%
CN(C)CCNC(=O)Cc1ccc([N+](=O)[O-])cc1,-3.7%,0.4,-5.7,1.0,-0.1%,i,i,6.5%
CCn1cc(S(=O)(=O)Nc2nc3ccc(OC)cc3s2)cn1,7.8%,-3.5,-9.1,-6.9,-0.7%,i,18.5%,-3.6%
Cc1ccc(C(=O)Nc2ccc3ccccc3c2)cc1,2.2%,-7.9,0.7,-1.8,-2.4%,i,-34.2%[inhibitor],9.4%
COCc1cc(C)nc2sc(C(=O)N3CCN(c4ccccc4)CC3)c(N)c12,9.9%,1.1,-15.5,-0.6,-9.4%,i,-79.7%[inhibitor],-13.6%
CSc1ccc(CN(C)CC(=O)Nc2ccccc2C(=O)NC2CC2)cc1,5.5%,2.5,4.7,-1.5,0.2%,i,i,-16.4%
CCOC(=O)c1ccc(NC(=O)CSc2nc(=O)n3cccc(C)c3n2)cc1,-5.6%,13.0,45.3,0.2,-0.4%,i,-32.2%[inhibitor],18.5%
COC(=O)c1cc(Br)c(=O)n(Cc2ccc(C(=O)O)cc2)c1,3.1%,-3.5,0.0,0.3,-3.4%,i,i,-5.9%
CC(O)c1n(C)c(Cl)c[n+]1C (stereo not drawn),7.0%,-1.4,-9.9,-10.3,-1.7%,i,-23.3%,7.3%
CC(C(=O)NN)c1ccc([N+](=O)[O-])cc1 (stereo not drawn),4.1%,-18.3,0.0,1.4,-0.2%,i,?,-16.3%
Fc1cccc(F)c1/C=N/NC(=S)Nc1cccnc1,5.3%,4.1,0.1,-1.8,-1.5%,i,i,10.3%
NC(=O)C(c1ccc(Cl)cc1Cl)c1ncc(C(F)(F)F)cc1Cl (stereo not drawn),2.8%,4.9,0.8,-1.3,-1.0%,i,i,-4.1%[57.1 µM]
CC1CCN(C(=O)CN(c2ccc3c(c2)OCO3)S(C)(=O)=O)CC1,15.6%,4.5,20.3,0.2,0.4%,i,-7.0%[57.5 µM],4.1%
CC1(C)CC(=O)C2=C(C1)NC(=O)CC2,3.2%,6.1,10.2,-3.4,nt,i,-7.8%,3.4%
COc1cccc(CNn2cnnc2)c1OCc1ccc(F)cc1,-1.3%,-2.1,11.5,1.5,-0.6%,i,i,-1.2%
Cc1ccc(CSCCNS(=O)(=O)c2ccc(C)cc2)cc1,16.9%,4.0,-2.9,-0.8,-7.7%,i,-6.2%,-10.2%
O=C1CN(C(=O)CCCc2c[nH]c3ccccc23)c2ccccc2N1,8.1%,1.8,-10.1,-0.3,-21.8%,i,-13.0%,-6.5%

# Structural class: the entries above with bromine (2)
SMILES,EPAC2 ag,DRD3 agonist,DRD3 antagonist,CCT modulator,MmCpn inh,Akt phos inh,PTHR1 ag,EPAC2 antag
NC(=O)CC(NC(=O)Cc1cccc2ccccc12)c1ccc(N2CCC(Br)CC2)c([N+](=O)[O-])c1 (stereo not drawn),-5.1%,-25.9,?,-0.4,1.5%,i,-6.4%,7.0%
COC(=O)c1cc(Br)c(=O)n(Cc2ccc(C(=O)O)cc2)c1,3.1%,-3.5,0.0,0.3,-3.4%,i,i,-5.9%

# The results go on.
SMILES,EPAC2 ag,DRD3 agonist,DRD3 antagonist,CCT modulator,MmCpn inh,Akt phos inh,PTHR1 ag,EPAC2 antag
CCS(=O)(=O)N1CCCC(C(=O)c2ccc(OC)cc2C)C1 (stereo not drawn),0.5%,4.3,10.8,-0.7,-0.7%,i,i,-0.2%
C=CCOc1ccc(/C=C(\C#N)C(=O)Nc2ccccn2)cc1,2.5%,7.6,2.2,2.8,2.1%,i,i,3.4%
CCc1cc2c(N3CCN(c4nnc(CC)s4)CC3)ncnc2s1,-8.7%,13.8,44.3,-2.9,-4.0%,i,-27.2%,-1.7%
COc1ccc(C2=NCCn3nc4cc(C(F)(F)F)ccc4c32)cc1,-10.2%,0.5,21.4,-1.2,0.1%,i,i,-3.1%
Cc1ccccc1Nc1nc(N)nc(CSc2nc3ccccc3c(=O)n2CCCO)n1,9.8%,0.3,-9.5,-0.8,0.3%,i,i,7.7%
Cc1ccc(CS(=O)(=O)CCC(=O)NCc2ccc3c(c2)OCO3)cc1,3.0%,-23.0,-27.0,-1.5,-1.3%,i,i,-1.1%
CSC(=NNC(=O)c1ccccc1O)SC,-0.8%,0.2,2.7,-0.8,-2.8%,i,-1.2%,3.8%
O=C(CSc1nccc(=O)[nH]1)NCc1ccc2c(c1)OCO2,5.5%,-5.6,2.6,1.2,-1.0%,i,19.4%,3.2%
COC(=O)c1cnc(NC(=O)C2(C)CCCN(C(C)=O)C2)s1 (stereo not drawn),-3.2%,12.7,?,-0.3,nt,i,-22.6%,10.0%
C[C@@]12CCC3[C@@](CCC4[C@@]3(C)CCC[C@@]4(C)C(=O)NCc3ccccc3)(CC1=O)C2 (stereo partly drawn),12.4%,3.5,4.7,-2.7,0.1%,i,-49.8%[inhibitor],9.5%
O=C(O)C[C@H]1c2ccccc2S(=O)(=O)N1c1ccccc1,5.5%,8.6,15.1,2.1,nt,i,i,0.8%
CCCCC[C@H](C)N1C[C@H](COCc2ccccc2)Oc2cc(N3CCC[C@H]3C(N)=O)ccc2S1(=O)=O,-4.7%,6.1,5.0,0.1,nt,i,-8.5%,?
Cc1ccc2cc(CN(Cc3ccco3)S(=O)(=O)c3c(C)ccc4nsnc34)c(=O)[nH]c2c1,9.1%,-8.8,-19.4,-3.1,-1.6%,i,-15.5%,-5.7%
Cc1cccc(CC(=O)Nc2cc(C)c3c(=O)oc4ccccc4c3n2)c1,-1.1%,3.9,23.7,1.3,-5.5%,i,-9.7%,7.1%
CCOC(=O)N1CCN(c2cc(=O)n(-c3ccccc3C)c(=O)[nH]2)CC1,4.4%,-3.1,-5.4,-1.6,-0.4%,i,i,-6.5%
Cc1cccc(C)c1OCc1cc(C(=O)N2CCCCCCC2)no1,14.4%,4.3,13.7,0.3,1.0%,i,-7.0%,-15.2%
COc1cc(/C(C)=N/NC(=O)Cc2c(C)[nH][nH]c2=O)ccc1O,-12.3%,1.1,-12.6,-1.9,0.5%,i,-14.6%,7.8%
CSc1ccc(CN(C)CC(=O)Nc2cccc(Br)c2)cc1,1.0%,-11.5,?,-0.9,-2.8%,i,-32.6%[inhibitor],-4.1%
COc1cc2c(cc1OC)CN(c1nc(CN3CCCCC3)nc3sc4c(c13)CCCC4)CC2,-0.6%,6.1,22.8,-1.4,-0.5%,i,-25.0%,8.2%
CCCn1c(SCC(=O)Nc2nc3c(s2)CCCC3)nc2c1c(=O)n(C)c(=O)n2C,-2.5%,-2.1,16.7,-2.6,-0.5%,nt,-6.7%,-1.2%
